SKN-1 block – inhibitors of C. elegans SKN-1; actives 0.49% (n = 360,000); C. elegans VP596 Pgst-4::GFP/RFP ratio, acrylamide-induced, 24 h; inhibition, % at 21.8 µM;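 active = interference check ratio from 0.5 to 1.5 plus GFP to RFP signal ratio inhibition reaching or exceeding a fixed threshold, cut at about 30% in these data, passing the limit was not always enough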; also: some compounds called inactive have numbers as strong as hits
MsrA inhibitor – bovine MsrA inhibition | inhibition, % at 15.5 µM | actives 0.75% (n = 360,000) | purified bovine MsrA, absorbance read-out | AID 651718; in the data active = inhibition above about 4.5%;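 also: 0% = vehicle wells with enzyme and 100% = reference inhibitor wells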
CendR NRP1 mod – modulators of CendR peptide binding to human neuropilin-1; actives 0.85% (n = 360,000); AID 602438; O14786; FAM-RPARPAR peptide binding to NRP-1, fluorescence polarization; inhibition, % at 25 µM;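 active = inhibition or corrected inhibition above about 18%, plus a signal ratio from 0.5 to 1.5, limit read from the data, passing the limit was not always enough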; also: strong numbers were not always called active
Target sequence (O14786 whole entry, looked up): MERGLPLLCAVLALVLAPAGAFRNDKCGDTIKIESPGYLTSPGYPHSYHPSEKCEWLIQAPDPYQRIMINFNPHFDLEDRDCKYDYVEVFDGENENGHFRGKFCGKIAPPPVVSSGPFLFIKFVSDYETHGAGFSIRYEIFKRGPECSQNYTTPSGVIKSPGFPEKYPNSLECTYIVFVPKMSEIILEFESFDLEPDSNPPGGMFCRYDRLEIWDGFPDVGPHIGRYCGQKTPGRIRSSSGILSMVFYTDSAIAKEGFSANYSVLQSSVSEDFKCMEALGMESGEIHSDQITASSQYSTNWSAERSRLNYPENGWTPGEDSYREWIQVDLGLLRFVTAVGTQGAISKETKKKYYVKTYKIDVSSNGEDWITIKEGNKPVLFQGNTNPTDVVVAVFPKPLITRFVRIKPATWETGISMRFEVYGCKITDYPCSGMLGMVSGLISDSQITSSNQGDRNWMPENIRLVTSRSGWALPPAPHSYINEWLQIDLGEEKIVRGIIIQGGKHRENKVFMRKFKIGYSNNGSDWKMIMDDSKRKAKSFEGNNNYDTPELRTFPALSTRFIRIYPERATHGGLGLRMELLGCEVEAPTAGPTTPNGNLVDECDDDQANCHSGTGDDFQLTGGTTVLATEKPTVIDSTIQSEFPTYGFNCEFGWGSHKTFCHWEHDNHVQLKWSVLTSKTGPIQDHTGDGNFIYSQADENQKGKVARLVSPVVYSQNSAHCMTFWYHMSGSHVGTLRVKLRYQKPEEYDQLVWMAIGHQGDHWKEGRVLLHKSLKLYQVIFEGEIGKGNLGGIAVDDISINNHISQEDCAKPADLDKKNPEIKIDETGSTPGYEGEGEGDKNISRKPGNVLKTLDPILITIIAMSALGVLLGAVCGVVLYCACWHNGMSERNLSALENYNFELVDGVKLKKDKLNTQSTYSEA
MT1-MMP act inh – inhibitors of human MT1-MMP activation. P50281. HT1080 RFP-PRO-GFP cells, GFP/RFP ratio fluorescence, overnight; percent of plate control window, DMSO zero. GFP/RFP ratio change, % at 20 µM. actives 0.061% (n = 360,000);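 active = GFP/RFP ratio change of at least 30% with cell ATP level not reduced by more than half and red fluorescence within 50% of control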; also: strong numbers were not always called active
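Assay system – RFP-PRO-GFP reporter HT1080 cells · Compound dosing – single dose of 20 µM compound, 1% DMSO final · Incubation – overnight compound exposure at 37 °C · Measure – GFP/RFP fluorescence ratio · Benchmarks – DMSO wells and RFP-L50D-GFP cells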
Neddyl block – blocks human cullin neddylation | AID 651699 | TR-FRET cullin neddylation, biochemical | actives 0.58% (n = 360,000) | calls only at 25 µM; in the data active = inhibition above about 36%
eLon inh – inhibitors of E. coli Lon protease; purified E. coli Lon protease, fluorescence polarization; P0A9M0; actives 0.42% (n = 360,000); inhibition, % at 7.94 µM; AID 602123; in the data active = inhibition above about 13%, passing the limit was not always enough;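 also: 0% = enzyme with probe and DMSO and 100% = no enzyme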
bovine MsrA act – activates bovine MsrA enzyme; actives 0.3% (n = 360,000); activation, % at 10.6 µM; purified bovine MsrA, absorbance read-out; in the data active = activation above about 7.5%;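 also: 0% = vehicle and 100% = reference activator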
Rin1-Abl PPI inh – inhibitors of human Rin1-Abl protein interaction | TR-FRET Rin1/Abl binding, biochemical | AID 588664 | actives 0.4% (n = 360,000) | inhibition, % at 7.35 µM; in the data active = inhibition above about 5%, passing the limit was not always enough
FAS-TE inh – blocks the thioesterase domain of human fatty acid synthase | recombinant FAS-TE, OMFH fluorogenic substrate, fluorescence endpoint | AID 602261 | actives 0.67% (n = 360,000) | P49327 | inhibition, % at 15 µM;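 active = compounds whose normalised, plate-corrected inhibition of enzyme fluorescence in the single-dose primary screen is 50% or more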;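 also: 0% = DMSO with enzyme and 100% = substrate without enzyme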
The depositor's hits bear a star; i = inactive; nt = not tested or not shown. Not a hit list; about 4.2% have a hit in one of these screens.

The first seven entries (preview)
SMILES	SKN-1 block	MsrA inhibitor	CendR NRP1 mod	MT1-MMP act inh	Neddyl block	eLon inh	bovine MsrA act	Rin1-Abl PPI inh	FAS-TE inh
COc1ccc(/C=C2\SC(=O)N(CCNC(=O)C3CC(=O)N(c4ccccc4)C3)C2=O)cc1 (centres undefined)	6	3.2	0	5	i	-3	-5	-3	8
COc1ccc(CCNC(=S)Nc2ccc(OC)cc2)cc1	15	-0.4	-4	-2	i	7	-2	1	3
O=C(O)CC1Cc2ccccc2C1C(=O)O (centres undefined)	-1	-0.1	-1	-3	i	-5	-3	1	-6
CCOC(=O)C1(Cc2cccc(Cl)c2)CCCN(C(=O)CCN2CCCC2=O)C1 (centres undefined)	19	1.3	-5	0	i	-2	-3	0	-4
COC(=O)CCC(=O)OC1(C)C(=O)C=C2C=C(C3CC3)N(CCc3c[nH]c4ccccc34)C=C2C1=O (centres undefined)	13	0.1	0	-4	i	-7	0	-2	-9
NC(=S)NN=C1C2CC3CC(C2)CC1C3	-9	0.2	4	0	i	-3	0	-5	-5
O=C(COc1cccc(C(F)(F)F)c1)NCC(c1cccs1)N1CCOCC1 (centres undefined)	6	-0.2	8	0	i	-1	-1	1	2

Main list, from the start:
SMILES	SKN-1 block	MsrA inhibitor	CendR NRP1 mod	MT1-MMP act inh	Neddyl block	eLon inh	bovine MsrA act	Rin1-Abl PPI inh	FAS-TE inh
COc1ccc(/C=C2\SC(=O)N(CCNC(=O)C3CC(=O)N(c4ccccc4)C3)C2=O)cc1 (centres undefined)	6	3.2	0	5	i	-3	-5	-3	8
COc1ccc(CCNC(=S)Nc2ccc(OC)cc2)cc1	15	-0.4	-4	-2	i	7	-2	1	3
O=C(O)CC1Cc2ccccc2C1C(=O)O (centres undefined)	-1	-0.1	-1	-3	i	-5	-3	1	-6
CCOC(=O)C1(Cc2cccc(Cl)c2)CCCN(C(=O)CCN2CCCC2=O)C1 (centres undefined)	19	1.3	-5	0	i	-2	-3	0	-4
COC(=O)CCC(=O)OC1(C)C(=O)C=C2C=C(C3CC3)N(CCc3c[nH]c4ccccc34)C=C2C1=O (centres undefined)	13	0.1	0	-4	i	-7	0	-2	-9
NC(=S)NN=C1C2CC3CC(C2)CC1C3	-9	0.2	4	0	i	-3	0	-5	-5
O=C(COc1cccc(C(F)(F)F)c1)NCC(c1cccs1)N1CCOCC1 (centres undefined)	6	-0.2	8	0	i	-1	-1	1	2
Cc1ccc(S(=O)(=O)N2CCOCC2)cc1C(=O)NC1CCCC1	18	-0.4	6	2	i	-7	-1	-1	-3
COc1ccc(N2CCN(C(=O)Cn3cnc4c(cnn4-c4ccc(C)cc4)c3=O)CC2)cc1	4	-0.8	-5	2	i	-1	0	3	-10
COC(=O)c1scc2c(=O)cc(C(F)(F)F)[nH]c12	-2	1.1	2	-7	nt	22	-4	2	-15
Cc1cc(=O)oc2cc(OCC(=O)OCC(=O)Nc3ccccc3F)ccc12	-1	0.6	12	1	nt	-9	-4	2	-1
NC(=O)CSc1nccn1Cc1ccc2c(c1)OCO2	3	1.5	3	-3	i	5	-4	-5	-3
O=C(O)C1CCCN1S(=O)(=O)c1ccc(Cl)c(Cl)c1 (centres undefined)	-16	-0.9	10	nt	i	4	-12	3	-6
Cc1ccc(N(CC(=O)NCCc2ccccc2)C(=O)c2csnn2)cc1	-10	0.7	0	-1	i	8	-3	4	-3
O=c1c2c([N+](=O)[O-])cc([N+](=O)[O-])cc2sn1Cc1ccccc1	15	0.5	4	0	i	6	3	-1	14
CC/C(=N\NC(=O)c1c(-c2ccccc2)noc1C)c1ccc(C)o1	1	-0.1	-6	-2	i	-2	-2	4	-10
CN(c1ccccc1)S(=O)(=O)c1cc(C(=O)NCc2ccco2)ccc1Cl	0	0.0	0	-4	i	-1	0	3	6
FC(F)(F)COc1nc(OCC(F)(F)F)nc(N2CCN(c3ccccc3)CC2)n1	-2	0.3	14	2	i	-7	1	2	18
CC1(CNC(=O)C(=O)NCC2(C)CO2)CO1 (centres undefined)	-3	0.0	16	4	i	-6	-3	2	-6
Cc1[nH]c2ccccc2c1-c1nc(N)sc1C	15	0.4	-5	2	i	-4	0	2	-5
Clc1cccc(-c2cc3nc4c(c(N5CCOCC5)n3n2)CCCC4)c1	7	4.8*	-2	-6	nt	-8	-7	0	27
O=C(Nc1cc2c3c(c1)CC(=O)N3CCC2)c1ccccc1Br	0	-0.7	-13	1	i	1	5	-2	-2
Cc1nc2ncnn2c(N2CCCC(C(=O)Nc3ccc4c(c3)CCC4)C2)c1C (centres undefined)	6	0.3	6	-3	i	5	-2	1	1
O=C(OCC(=O)N1CCCC1=O)c1ccc(F)c(S(=O)(=O)N2CCOCC2)c1	5	-0.2	15	3	i	-6	-5	6	-4
O=C(NC1CCCCCC1)c1ccc(OCC2CCCO2)cc1 (centres undefined)	-7	-1.5	-9	2	i	-3	-12	3	-8

Laid out differently: 3 of the compounds above.
| SMILES | SKN-1 block | MsrA inhibitor | CendR NRP1 mod | MT1-MMP act inh | Neddyl block | eLon inh | bovine MsrA act | Rin1-Abl PPI inh | FAS-TE inh |
| --- | --- | --- | --- | --- | --- | --- | --- | --- | --- |
| CC1(CNC(=O)C(=O)NCC2(C)CO2)CO1 (centres undefined) | -3 | 0.0 | 16 | 4 | i | -6 | -3 | 2 | -6 |
| Cc1[nH]c2ccccc2c1-c1nc(N)sc1C | 15 | 0.4 | -5 | 2 | i | -4 | 0 | 2 | -5 |
| Clc1cccc(-c2cc3nc4c(c(N5CCOCC5)n3n2)CCCC4)c1 | 7 | 4.8* | -2 | -6 | nt | -8 | -7 | 0 | 27 |

The results go on.
SMILES	SKN-1 block	MsrA inhibitor	CendR NRP1 mod	MT1-MMP act inh	Neddyl block	eLon inh	bovine MsrA act	Rin1-Abl PPI inh	FAS-TE inh
COc1ccc(Nc2oc(-c3ccc(F)cc3)nc2C#N)cc1	18	0.3	0	-1	nt	4	-4	3	1
CCn1c(SCC(=O)C(C)(C)C)nnc1-c1cnccn1	-7	-0.4	6	7	i	1	-11	2	-10
CCOC(=O)C1CCN(S(=O)(=O)c2c(C(=O)N3CCCCC3)c(C)n(C)c2C)CC1	13	-0.9	6	-2	i	8	-1	5	-9
O=C(CN1C(=O)CCS(=O)(=O)c2ccccc21)NCc1ccc2c(c1)OCO2	-14	-0.4	-4	2	i	-8	-3	0	-2
Clc1cccc2sc(N3CCN(c4ccccc4)CC3)nc12	26	0.5	-1	1	i	-1	-3	-1	33
COC(CNC(=O)c1ccc2c(c1)ncn2-c1ccc(C)cc1C)OC	6	-0.1	10	6	i	5	-2	-3	-4
CN1C(=O)c2ccc(NC(=O)CSc3ccccc3)cc2C1=O	0	2.2	-6	1	i	9	-6	0	2
CCOC(=O)c1cc2c(C(F)(F)F)cc(-c3cccnc3)nc2o1	4	1.5	5	-1	i	-12	-2	0	-12
Cc1ccc(-n2c(Cc3cccs3)nnc2SCC(=O)Nc2ccc(F)c(F)c2)cc1	9	nt	4	-5	i	-3	-2	-1	28
COc1ccc(CN2C(=O)c3cccc4cccc(c34)C2c2nc3ccccc3[nH]2)cc1 (centres undefined)	-15	-0.2	-19	0	i	10	-6	nt	6
CC1CCc2c(sc(NC(=O)c3c([N+](=O)[O-])cnn3C)c2C(N)=O)C1 (centres undefined)	-4	-0.5	-6	0	i	-4	-2	-2	-4
O=C(NCCc1ccccc1)c1nc(CS(=O)(=O)c2ccc(Cl)cc2)no1	-13	-0.9	12	0	i	-6	-4	6	1
C=CCn1c(SCC(=O)N2CCOCC2)nc2ccccc2c1=O	-18	-1.7	12	4	i	-7	0	-1	-7
COc1ccccc1C(=O)N/C(=C\c1ccc(Br)cc1)C(=O)NCCO	7	0.3	5	5	i	-7	-2	0	0
CC(C)(C)c1ccc(OCCC(=O)Nc2cccc(S(=O)(=O)N3CCCC3)c2)cc1	9	0.5	0	-3	i	-1	-3	4	38
Cc1cc(-c2cc(NC=O)c3ncc(-c4cccc(C(=O)NCCN(C)C)c4)n3c2)cc(C)c1O	-8	-0.1	10	0	i	-12	0	-12	0
COc1ccc(CNC(=O)c2ccc3nccnc3c2)cc1	-1	1.5	3	-3	i	6	-2	0	-5
Cc1cc(NC(=O)c2ccc(S(=O)(=O)N(C)C)cc2)n(-c2ccccn2)n1	18	-1.2	-9	2	i	-10	-1	-4	-6
COCCn1nnnc1C(c1cc2cccc(C)c2[nH]c1=O)N1CCN(c2ccccc2F)CC1 (centres undefined)	8	2.7	-6	1	i	8	-4	-1	-1
CC(=O)c1cc2c(cc1NC(=O)CCc1ccccc1)OCO2	-2	0.1	-1	11	i	-2	-1	-1	8
CCOc1cccc2sc(=NC(=O)CCS(=O)(=O)c3ccc(F)cc3)n(C)c12	-6	-0.6	12	8	i	3	-7	2	24
CCc1ccc([C@H]2[C@@H]3C(=O)C[C@@H]4C(=O)N(C5CCCCC5)C(=O)[C@@H]4[C@@H]3CN2S(=O)(=O)c2ccc(C)cc2)cc1	4	-0.4	-10	-7	i	3	-1	2	72*
Cc1ccc(S(=O)(=O)NCCCCCC(=O)N(C)C)cc1	1	0.1	0	2	i	1	-1	-1	-7
COc1cc(NC(=O)C2CCCN2C(=O)C2CCC(C)CC2)cc(OC)c1OC (centres undefined)	2	0.4	5	-2	i	2	-2	-4	0
Cc1cc(C)c(C(=O)N2CCCC(CNS(=O)(=O)c3cccs3)C2)o1 (centres undefined)	7	0.5	2	-3	i	-3	-2	-3	-3
The listing continues:
SMILES	SKN-1 block	MsrA inhibitor	CendR NRP1 mod	MT1-MMP act inh	Neddyl block	eLon inh	bovine MsrA act	Rin1-Abl PPI inh	FAS-TE inh
C=CCNC(=O)c1onc(CSc2ccc(F)cc2)c1C(=O)NCCOC	17	-0.4	16	7	i	2	-1	2	-10
Cc1ccc(-n2c(=O)[nH]c3c(C(N)=O)nc(C(C)C)nc32)cc1	0	1.7	-1	-4	i	-20	-1	-2	0
Cc1ccc(S(=O)(=O)N2CCCC(C(=O)N3CCN(C)CC3)C2)cc1 (centres undefined)	0	-0.7	11	-2	i	0	-3	3	-3
Cc1ccc(CSc2nnc(-c3ccccn3)n2N)cc1	3	1.3	13	-1	i	-9	-2	3	-5
O=C(NCC1CC1)Nc1ccccc1F	7	-0.5	6	3	i	1	-1	1	-7
O=C(NC1CCCC1)C(c1ccsc1)N(C(=O)Cc1cccs1)c1cccc(F)c1 (centres undefined)	4	-0.6	-1	0	i	-2	-2	-2	0
Cc1ncsc1C(=O)N1N=C2/C(=C/c3ccc(N4CCOCC4)cc3)CCCC2C1c1ccc(N2CCOCC2)cc1 (centres undefined)	14	nt	-42	-15	i	-4	0	-8	30
CC(NC(=O)CSc1nnc(-c2cccnc2)n1N)c1ccccc1 (centres undefined)	5	0.1	-11	2	i	1	-3	4	-6
Cc1ccccc1C(=O)Oc1ccc(-c2csnn2)cc1	3	-0.4	-4	-2	i	1	-3	-6	24
COc1cc(C(=O)NNC(=O)c2ccccc2OCc2c(C)noc2C)cc(OC)c1OC	-10	-1.0	4	0	i	-3	-3	1	-2
